PTK2B oligo ant: blocks oligomerization of human Pyk2 in cells. Q293 cells, Pyk2 FERM NanoBiT luminescence; active compounds read low. z-score (the deposit names both 25 µM and 10 µM). hit rate 0.83% among 99,000;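 active = Z-score of -3 or lower, scaled per plate to the spread of control and sample wells; inactive = z-score above -3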;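 note: negative z-score means lost luminescence so less FERM oligomerization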
PostGolgi ctrl: yeast control strain growth, post-Golgi counter-screen | AID 738 | hit rate 5% among 98,000 | efflux-deficient yeast background strain, growth absorbance A615, 16 h | inhibition, % at 10 µM
Ecoli WT expand: blocks growth of wild type E. coli BW25113 | OD600 absorbance | growth inhibition, % at 100 µM | hit rate 0.15% among 98,000 | AID 710;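 active = growth inhibition above about 50% at one test dose, limit read from the data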;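 note: growth measured after 20 h incubation at 37 °C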
hDAT+cocaine: human DAT dopamine uptake with cocaine, either direction | Q01959 | LLC-PK1 hDAT cells, [14C]-dopamine uptake with cocaine IC80; actives deviate in either direction | B-score at 10 µM | hit rate 1.3% among 110,000 | AID 449768;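 active = Z score or B-score, a plate-position-corrected score, falls beyond the plate's 99.7% confidence bounds, in either direction; inactive = both scores lie inside the 99.7% bounds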;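 note: scored against the spread of the other compound wells on the same plate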
PostGolgi yeast: growth inhibition of a yeast mutant, post-Golgi transport screen. post-Golgi transport phenotypic cell assay. inhibition, % at 10 µM. hit rate 0.9% among 98,000. AID 739;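 note: yeast cells grown in 1536-well plates; yeast grown about 18 h at 30C before absorbance read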
PTPN22 inh 2: LYP (human) phosphatase inhibition. recombinant LYP catalytic domain, DiFMUP fluorescence. hit rate 0.21% among 96,000. Q9Y2R2. inhibition, % at 2 µM;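 active = inhibition at 2 µM at or above a set limit, the screen mean plus 3 SD, cut at about 24% in these data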;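 note: 0% = DMSO with enzyme and 100% = enzyme fully blocked by orthovanadate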
Target sequence (Q9Y2R2 whole entry, looked up, the tested form may be a part): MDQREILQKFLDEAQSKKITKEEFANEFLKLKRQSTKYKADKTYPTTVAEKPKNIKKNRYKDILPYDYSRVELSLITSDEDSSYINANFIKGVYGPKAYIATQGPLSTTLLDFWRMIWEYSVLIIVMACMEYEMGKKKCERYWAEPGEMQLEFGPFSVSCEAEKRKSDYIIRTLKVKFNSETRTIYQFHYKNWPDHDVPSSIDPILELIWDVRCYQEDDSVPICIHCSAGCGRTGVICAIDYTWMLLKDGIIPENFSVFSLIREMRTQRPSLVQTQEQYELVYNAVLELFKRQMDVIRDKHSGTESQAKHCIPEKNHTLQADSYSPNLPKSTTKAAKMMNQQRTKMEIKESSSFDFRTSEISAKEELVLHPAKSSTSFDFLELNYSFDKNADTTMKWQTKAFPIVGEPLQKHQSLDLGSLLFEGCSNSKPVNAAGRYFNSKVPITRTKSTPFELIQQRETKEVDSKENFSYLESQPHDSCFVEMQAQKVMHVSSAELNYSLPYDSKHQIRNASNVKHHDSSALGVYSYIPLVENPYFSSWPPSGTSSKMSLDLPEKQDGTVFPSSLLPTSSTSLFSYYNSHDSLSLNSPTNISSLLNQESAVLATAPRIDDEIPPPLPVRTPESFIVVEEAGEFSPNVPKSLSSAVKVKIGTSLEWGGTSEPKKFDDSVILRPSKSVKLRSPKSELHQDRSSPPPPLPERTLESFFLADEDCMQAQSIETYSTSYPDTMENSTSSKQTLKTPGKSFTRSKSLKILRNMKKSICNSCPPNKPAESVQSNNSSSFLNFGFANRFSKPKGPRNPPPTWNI
CYP2C9 act: increases human cytochrome P450 2C9 activity; P11712; recombinant CYP2C9, luciferin-H conversion, luminescence; active compounds read high; factor 1 = untreated enzyme, 0 = blocked; activation factor at 5 µM; hit rate 1.4% among 96,000; AID 1024;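 active = activation factor of 2 or more for CYP2C9 at a 5 µM dose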;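 note: 0 = sulfaphenazole-blocked wells and 1 = vehicle-only wells; values of inactives mirror those of a sister screen read the other way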
PTPN22 act: activators of human LYP (PTPN22) phosphatase. recombinant LYP, DiFMUP fluorescence; 0 = plate median, 100 = signal doubled. activation, % at 2 µM. hit rate 0.11% among 96,000. AID 697;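 active = activation at 2 µM above a set limit, the mean plus 5 SD, cut at about 37% in these data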
CYP2C9 inh: human CYP2C9 inhibition; P11712; inhibition, % at 5 µM; CYP2C9 Supersomes, luciferin-H conversion, luminescence; AID 777; hit rate 20% among 96,000;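 active = blocking of liver enzyme CYP2C9 beyond about 50% at 5 µM, limit read from the data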; note: values of inactives mirror those of a sister screen read the other way
Numbers without * were called inactive; . = no result given; & = joins results of further samples; ! = a repeat was not active. Cut-off read from the data, not from the text of the source, unless noted: active = inhibition above about 30%; inactive = the rest.

SMILES	PTK2B oligo ant	PostGolgi ctrl	Ecoli WT expand	hDAT+cocaine	PostGolgi yeast	PTPN22 inh 2	CYP2C9 act	PTPN22 act	CYP2C9 inh
COc1ccc(Cn2c(CCC(=O)Nc3ccccc3)nc3cccnc32)cc1	-1.5	20	-5	0.1	5	-2	1	5	-3
O=S(=O)(NCc1ccccc1Cl)c1cnc[nH]1	-0.77	1	4	-1	0	.	0.7	.	29
COc1ccccc1CNC(=O)CNC(=O)Cn1cnc2ccccc2c1=O	0.42	-3	-8	0.15	1	.	1.1	.	-14
c1ccc2c(c1)[nH]c1c(NCC3CCCO3)ncnc12 (centres undefined)	2.5	3	19	1.8	10	0	0.5	-1	54*
COc1cccc(OCCOCCN(C)CCO)c1	-0.1	-1	-3	-0.55	2	.	0.8	.	17
CCCCOC(=O)C1CCC[C@@H](C)N1 (some centres undefined)	-0.24	8	-1	-0.41	4	-7	0.9	7	6
COc1ccc(CCN2C(=O)CC(NCc3ccc4c(c3)OCO4)C2=O)cc1OC (centres undefined)	2.6	7	-3	-0.057	-1	-5	0.8	4	20
COC(=O)c1cc(NCc2ccccc2F)ccc1N1CCOCC1	0.2	7	-4	0.75	20	-12	0.5	9	55*
Cc1cccc(Cc2nnc(NC(=O)c3cccc(S(=O)(=O)N4CCOCC4)c3)s2)c1	-0.16	26	-2	-0.11	-1	.	0.9	.	14
Cc1cccc(N2CC(C(=O)OCC(=O)c3ccc(OC(=O)c4cccs4)cc3)CC2=O)c1C (centres undefined)	-0.21	11	-17	-0.35	-7	-5	0.2	2	76*
CCOc1cccc(SCc2noc(C(=O)NC(C)C)c2C(=O)O)c1	.	0	-4	-0.31	0	5	0.3	-2	74*
CCc1ccc(N2CC(C(=O)N/N=C/c3cccc([N+](=O)[O-])c3)CC2=O)cc1 (centres undefined)	-0.37	10	-5	-0.038	-5	1	0.3	4	69*
COCCNC(=O)c1c(N)n(-c2cccc(C)c2)c2nc3ccccc3nc12	0.08	14	-3	1.6	16	-10	0.8	10	25
O=C1NC(c2ccco2)Nc2ccccc21 (centres undefined)	-0.76	1	7	0.42	-1	3	0.8	0	23
CN(c1ccc(F)cc1)S(=O)(=O)c1ccc2[nH]cc(C(=O)O)c(=O)c2c1	1.4	0	-1	-0.59	4	.	0.8	.	22
CCC1(C)Cc2c(c(=O)n(-c3ccccc3)c3ncnc(N)c23)CO1 (centres undefined)	-0.22	2	-1	-0.26	10	7	1	-8	-4
CCN(C(=O)CSc1nc(-c2ccccc2)c(-c2ccccc2)[nH]1)C1CCS(=O)(=O)C1 (centres undefined)	0.11	-1	-3	0.5	-12	0	0.6	1	40
CCOC(=O)N1CCN(C(=O)c2ccc3c(=O)n(Cc4ccc(OC)cc4)c(=S)[nH]c3c2)CC1	1	0	-1	0.7	-5	7	.	-8	.
Cc1ccc(CNC(=O)/C(C#N)=C\c2ccc(N(C)C)cc2)cc1	.	14	-12	0.023	4	7	1	-5	1
CC(C)Nc1nc(SCC(=O)Nc2ccccc2)nc(N2CCOCC2)n1	-0.05	8	7	0.012	-2	-17	0.2	13	84*
CCc1ccc(N2C(=O)CC(N3CCC(C(=O)OC)CC3)C2=O)cc1 (centres undefined)	0.29	23	0	-1.1	21	-3	1.2	6	-17
Cc1ccccc1C(=O)NC(C)c1ccc2c(c1)CCCC2 (centres undefined)	-0.76	-4	-11	0.063	-2	10	2.2*	-7	-123
O=c1/c(=C/c2cccc3ccccc23)sc2ncnn12	0.41	14	3	0.43	3	1	1	-2	0
COc1cc(/C=C2\SC(=S)N(Nc3ccccc3)C2=O)cc(OC)c1OC	-2.1	22	-10	-1.1	-2	-4	0.8	7	20
CC(C)OC(=O)CSc1nnc(-c2cccnc2)n1N	-0.06	6	4	-0.58	-2	-2	1.1	-1	-8
CC(=O)N=c1sc2cc(C)ccc2n1C	0.63	9	2	0.47	12	-4	1	3	4
c1ccc(-c2nc(NCc3ccco3)c3ccccc3n2)nc1	0.4	4	20	-0.077	8	4	0.6	-6	39
O=C1CC(c2nc3ccccc3[nH]2)CN1c1ccccc1 (centres undefined)	-0.35	-1	2	0.4	4	1	0.6	-1	37
CN1CCCN(C(=O)c2cc(=O)[nH]c3ccccc23)c2nc3ccccc3nc21	-0.42	8	-8	-1.4	0	-11	0.8	6	23
O=S(=O)(c1ccc(Br)s1)N1CCN(c2ncccn2)CC1	-0.88	8	30	0.66	-1	-4	0.4	4	61*
O=C(O)C1CC=CCC1C(=O)NCCc1cccc(Cl)c1 (centres undefined)	-0.26	1	-2	0.54	5	-2	1.1	4	-10
CCn1nnnc1SCC(=O)Nc1sc(C)c(C)c1C#N	-1.1	29	-2	-0.2	-14	3	0.2	-5	79*
CC(=O)N(CC(=O)O)c1ccccc1C(=O)O	1	8	3	-0.12	5	-3	1.1	4	-6
COCCN(CCOC)S(=O)(=O)c1ccc(C(=O)Nc2nnc(C)o2)cc1	0.21	5	-6	1.4	0	-1	1.1	-1	-12
CCOc1ccc(-c2nc(C#N)c(N3CCOCC3)o2)cc1	.	4	-11	-0.058	1	-7	0.7	6	34
CC(=O)N1c2ccc3ccccc3c2C(C)CC12CCCCC2 (centres undefined)	-1.9	17	-3	-0.45	-2	9	0.1	-10	94*
CC1=Nc2ccc(C)cc2N(Cc2ccccc2)C(=O)C1	.	2	8	-0.48	2	-1	1.1	-1	-7
O=C(C(F)C(F)(F)F)N1CCN(c2ccccc2)CC1 (centres undefined)	-0.17	-3	-9	-0.52	0	4	1	-6	-3
CC1(C)CN=C(N2CCN(c3ncnc4sc5c(c34)CCCC5)CC2)S1	.	-4	-2	0.89	-2	0	0.6	3	39
O=C(NC(=S)Nc1ccc(Cl)cn1)C(c1ccccc1)c1ccccc1	-1.4	34*	-1	-0.095	30	3	0.7	4	35
CC1=CC(=NOC(=O)c2cccc([N+](=O)[O-])c2)C=C(C)C1=O	-0.01	7	-3	-0.053	5	-8	1.1	12	-8
COC(=O)CCC/C=C1/SCC(NC(=O)c2ccccc2)C1=O (centres undefined)	0.68	-1	-10	0.14	-7	5	0.7	-9	26
CCOC(=O)c1ccc(NC(=O)c2ccc(CO)c(C(=O)NC3CCN(C(=O)OCC)CC3)c2)cc1	-0.67	1	-2	-0.41	3	11	0.7	-11	25
CCCCOc1ccccc1C1CC(=O)NC2=C1C(=O)CCC2 (centres undefined)	-1.7	20	4	.	12	-9	0.9	8	11
COc1ccc(Cc2nnc(NC(=O)CSc3ccccc3)s2)cc1	1.7	-10	-2	0.34	-5	6	0.8	-1	17
COc1ccc(OC)c(C2C(C#N)=C(N)Oc3cc(C)n(Cc4ccccn4)c(=O)c32)c1 (centres undefined)	-0.03	6	1	1.1	0	.	0.9	.	8
Fc1c(F)c(C(F)(F)F)c(F)c(F)c1N1CCN(c2ccc3nnc(C(F)(F)F)n3n2)CC1	0.62	-4	-2	-0.015	-3	9	0.9	-10	6
Cc1ccc(NC(=O)CCc2ccc(S(=O)(=O)N3CCOCC3)cc2)c(C)c1	-0.03	1	-8	0.44	-4	-9	0.3	8	65*
COc1ccc2c(c1)c(=O)c(Br)c(C)n2Cc1ccccc1	-0.47	22	-8	-1.4	4	.	1	.	-5
CCn1c(C)cc2c(c1=O)C(c1ccccc1)C(C(=O)OC)=C(N)O2 (centres undefined)	0.36	8	-2	-1.3	-6	7	1.1	-3	-8
COc1ccc(C2C(Oc3ccccc3C)C(=O)N2Cc2ccc(F)cc2)cc1OC (centres undefined)	0.51	10	-19	-0.32	-6	-3	0.2	7	76*
Cc1c(NC(=O)c2cc(C(C)C)on2)c(=O)n(-c2ccccc2)n1C	0.67	-9	1	0.0026	7	2	0.9	-2	9
CC(=O)N(/N=C1\Sc2ccccc2C1=O)c1ccccc1	-1.6	5	-13	-0.44	2	10	0.4	-5	63*
CCCn1nnc(NC(=O)c2ccc(OCC)c(Cl)c2)n1	0.43	1	4	0.58	1	6	1.1	-6	-13
O=C(Cc1ccc(Cl)cc1Cl)OCC(=O)c1ccc[nH]1	0.24	16	2	-0.36	5	0	0.7	-2	34
COc1ccc(Br)cc1-c1noc(-c2ccncc2)n1	0.87	-1	2	0.35	11	3	1	-5	-1
O=C(NCc1ccco1)C1CCN(S(=O)(=O)c2ccc(-n3cnnn3)cc2)CC1	-0.46	19	-10	0.54	-5	8	0.9	-8	12
CC(C)(C)c1nnc(NC(=O)CN2C(=O)C3C4C=CC(C4)C3C2=O)s1 (centres undefined)	-0.16	-2	4	-0.52	1	2	1.1	-2	-8
COc1ccc(-c2nn(-c3ccccc3)cc2C(=O)Nc2nccs2)cc1OC	-3.3*	.	.	0.34	.	3	.	-6	.
Cc1ccc(NC(=O)CN2CCCCCC2)c(Br)c1	0.15	12	11	-1.5	1	.	0.9	.	14

Filtered by structure: those above containing a CF3 group (two)
SMILES	PTK2B oligo ant	PostGolgi ctrl	Ecoli WT expand	hDAT+cocaine	PostGolgi yeast	PTPN22 inh 2	CYP2C9 act	PTPN22 act	CYP2C9 inh
O=C(C(F)C(F)(F)F)N1CCN(c2ccccc2)CC1 (centres undefined)	-0.17	-3	-9	-0.52	0	4	1	-6	-3
Fc1c(F)c(C(F)(F)F)c(F)c(F)c1N1CCN(c2ccc3nnc(C(F)(F)F)n3n2)CC1	0.62	-4	-2	-0.015	-3	9	0.9	-10	6

An excerpt from above, reduced to CYP2C9 act and CYP2C9 inh.
compound	CYP2C9 act	CYP2C9 inh
O=S(=O)(NCc1ccccc1Cl)c1cnc[nH]1	0.7	29
c1ccc2c(c1)[nH]c1c(NCC3CCCO3)ncnc12 (centres undefined)	0.5	54*

The list goes on.
SMILES	PTK2B oligo ant	PostGolgi ctrl	Ecoli WT expand	hDAT+cocaine	PostGolgi yeast	PTPN22 inh 2	CYP2C9 act	PTPN22 act	CYP2C9 inh
COc1ccc(N(CC(=O)NCc2ccco2)S(=O)(=O)c2c(C)nn(C)c2C)cc1	.	-3	2	1	0	-3	0.8	1	20
COCCn1c(C)cc(C(=O)CSc2ccc(NC(C)=O)cc2)c1C	0.06	-5	0	-0.96	-1	8	0.9	-9	6
Cn1c(Oc2ccccc2NCc2cccc(Br)c2)cc(=O)n(C)c1=O	-1.6	38*	0	0.38	4	7	0.6	-6	41
CC(C)OCCCNC(=O)c1c(N)n(/N=C/c2ccccn2)c2nc3ccccc3nc12	-0.89	15	-6	-0.4	10	4	0.9	-6	12
O=C(CCc1ccc(S(=O)(=O)N2CCOCC2)cc1)Nc1nccs1	0.37	14	3	-0.41	-5	-7	0.8	4	21
O=C(CCCCn1c(=O)c2ccccc2n(Cc2ccc(F)cc2Cl)c1=O)NCc1ccco1	0.18	14	-3	0.067	3	-1	0.2	0	84*
Cc1ccc(CC(=O)OCC(=O)NC2CCCC(C)C2C)cc1C (centres undefined)	1.7	20	5	1.1	-11	-12	1.8	15	-78
Cc1cc(C)cc(N2CC(C(=O)O)CC2=O)c1 (centres undefined)	0.97	28	-2	-0.35	2	4	1	0	-3
CCn1c(-c2nonc2NC(=O)c2ccccc2)nc2ccccc21	-0.36	10	-11	-1.2	-3	0	0.7	4	26
Cc1ccccc1NC(=O)c1ccccc1	0.59	17	-9	0.47	-3	4	1	-5	1
Clc1ccc(CNC2CCCC2)cc1	0.62	2	1	-0.43	0	0	0.8	1	19
Cn1c(Cl)nc2c1c(=O)n(Cc1cccc(Br)c1)c(=O)n2C	-0.16	12	3	0.67	-8	-1	0.6	-3	39
O=C(c1ccco1)N1CCN(C(=O)C2CCCc3c2[nH]c2ccc(Cl)cc32)CC1 (centres undefined)	0.46	23	0	1.1	-6	6	0.6	-8	39
COc1cc(/C=C(/C#N)c2ccc(F)cc2)ccc1OCc1ccc(C(=O)O)o1	0.24	7	-9	2.3	0	10	0.7	-7	34
O=C(O)CCSc1ccc2ccccc2n1	1.9&1.9	44*!	-4&-2	1&0.5	1&3	-10&-2	1&1.1	7&5	2&-10

Records listed so far that bear a hit mark in PTK2B oligo ant.
Structure	PTK2B oligo ant	hDAT+cocaine	PTPN22 inh 2	CYP2C9 act	PTPN22 act	CYP2C9 inh
COc1ccc(-c2nn(-c3ccccc3)cc2C(=O)Nc2nccs2)cc1OC	-3.3*	0.34	3	.	-6	.
